CBFb-RUNX1 inh = CBF-beta/RUNX1 interaction disruption; Q01196+Q13951; AlphaScreen CBFb-His/RUNX1-biotin binding, biochemical; Potency, µM (series often up to 59.8 µM), without a hit: at the highest dose activity, negative = inhibition, actives largely listed as inhibitors; 230,000 tested, under 10 active; note: % of control where 0% means no effect
Target sequence (Q01196 whole entry, looked up): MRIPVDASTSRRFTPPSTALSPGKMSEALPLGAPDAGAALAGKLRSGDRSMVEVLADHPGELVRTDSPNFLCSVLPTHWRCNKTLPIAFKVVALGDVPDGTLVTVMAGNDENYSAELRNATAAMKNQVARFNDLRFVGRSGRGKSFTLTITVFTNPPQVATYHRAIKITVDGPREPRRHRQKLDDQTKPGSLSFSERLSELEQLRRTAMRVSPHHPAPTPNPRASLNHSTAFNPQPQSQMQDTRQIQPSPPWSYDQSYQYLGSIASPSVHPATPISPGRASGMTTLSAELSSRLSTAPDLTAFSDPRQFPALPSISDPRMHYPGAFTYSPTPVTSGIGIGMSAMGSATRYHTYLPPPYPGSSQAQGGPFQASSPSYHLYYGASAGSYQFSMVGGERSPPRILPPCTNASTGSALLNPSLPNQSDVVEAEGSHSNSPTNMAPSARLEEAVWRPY
Target sequence (Q13951 whole entry, looked up): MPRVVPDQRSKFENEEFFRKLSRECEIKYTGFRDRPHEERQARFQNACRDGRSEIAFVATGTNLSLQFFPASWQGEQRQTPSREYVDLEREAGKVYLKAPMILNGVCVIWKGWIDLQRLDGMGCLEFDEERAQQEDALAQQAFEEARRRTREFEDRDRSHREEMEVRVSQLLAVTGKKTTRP
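CBF-beta (His) and RUNX1 (biotin), 30 nM each; 20 min preassociation; + compound, 15 min; + beads 50 ng each (Ni, streptavidin), 90 min; RT; AlphaScreen read.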
HTT cytoprotect = protects HTT-Q103 PC12 cells, measured by ATP; PC12 HTT-Q103 induced, cytoprotection, ATP luminescence, 40 h; Potency, µM (series often up to 56.4 µM), for inactives: cytoprotection (ATP increase), hits mostly activators; 230,000 compounds, 0.14% hits;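 note: potency is the fitted concentration of half-maximal effect; % of control where 0% means no effect; nearly all actives have a fitted effect of over 45% in size; toxic huntingtin expression switched on by the ecdysone agonist tebufenozide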
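PC12 cells with ecdysone-inducible HTT exon 1 Q103-GFP, induced with 100 nM tebufenozide and co-treated with library compounds in a dose series (1536-well, 1500 cells/well). Cytoprotection read as ATP content by ATPlite luminescence.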
GAA spleen mod = lysosomal alpha-glucosidase (human) modulation; P10253; human spleen homogenate, 4-MU-alpha-glucoside fluorescence; Potency, µM (highest dose often 79.9 µM), inactives show top-dose activity change, negative = inhibition, actives largely listed as inhibitors; 240,000 compounds, 0.006% hits; AID 2112;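 note: potency is the fitted concentration of half-maximal effect; 0% = enzyme with vehicle and -100% = no enzyme basal signal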
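Enzyme source: human spleen homogenate, 1 ug/well. Buffer 50 mM citric acid/K phosphate pH 5.0, 0.01% Tween-20. 4-MU-alpha-glucoside 1 mM; 37 C x 40 min; NaOH/glycine stop; fluorescence.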
Lamin A splicing = modulators of lamin A splicing | HeLa LMNA splicing GFP/RFP minigene ratio, 48 h | Potency, µM (highest dose often 46.1 µM), inactives show at the top dose ratio change, negative = inhibition, actives largely listed as inhibitors | 200,000 compounds, 0.01% hits | AID 1487; active = well fitted inhibition curve with a large enough effect in the signal ratio, with a control signal flat, not every such curve was filed as active; inconclusive = small, poorly fitted or top-dose-only effect, or effect the other way, or a change in a side signal; the % refers to the signal ratio; note: potency is the fitted concentration of half-maximal effect; % is set by controls: 0 for no effect and ±100 for the full control effect
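S3 HeLa stable clones carrying a lamin A-EGFP splicing minigene plus DsRed2 were seeded at 600 cells/well in Opti-MEM with 2% FBS, pin-dosed and incubated 48 h at 37°C. Acumen cytometry (488 nm) gave the GFP/RFP total-intensity ratio.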
GAA glycogen mod = alters human alpha-glucosidase cleavage of glycogen. recombinant GAA, glycogen substrate, Amplex Red glucose oxidase fluorescence. Potency, µM (top dose mostly 76.4 µM), for the others: top-dose activity change, negative = inhibition, most hits filed as inhibitors. 300,000 compounds, 0.38% hits. AID 2100;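 note: potency is the fitted concentration of half-maximal effect; 0% = full enzyme reaction and -100% = no-enzyme basal signal; the screen sought inhibitors and activators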
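Recombinant human alpha-glucosidase (4 nM final) hydrolysed bovine liver glycogen (30 ug) for 40 min at 37 C in pH 5.0 citrate/phosphate with 0.01% Tween-20. Released glucose detected by glucose oxidase/Amplex Red, Ex 573/Em 610 nm. Compounds up to 77 uM; AC50 from Hill fits.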
HTT aggregate = inhibitors of mutant huntingtin aggregate formation in PC12 cells; Potency, µM (titrated, usually from 46.1 µM), for inactives: at the top dose activity change, negative = inhibition, usual class: inhibitors; AID 1688; PC12 HttQ103-GFP aggregates, Acumen cytometry, 40 h; 220,000 compounds, 1.1% hits; note: potency is the fitted concentration of half-maximal effect; % is set by controls: 0 for no effect and ±100 for the full control effect; nearly all actives have a fitted effect of over 60% in size
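Read-out: GFP aggregate count by laser scanning cytometer (488 nm excitation, 500-530 nm emission, 1–25 µm objects >6 SD above background). Cells: PC12, inducible HTTex1-Q103-GFP, 100 nM tebufenozide; compounds titrated.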
GAA inhib = alpha-glucosidase (human) inhibition; Potency, µM (series often up to 76.9 µM), without a hit: at the highest dose activity change, negative = inhibition, actives largely listed as inhibitors; AID 1466; purified human GAA, 4-MU-alpha-glucoside fluorescence; 200,000 compounds, 0.005% hits; P10253;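 note: potency is the fitted concentration of half-maximal effect; plate controls were uninhibited enzyme wells for no effect and no-enzyme background for full effect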
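Compounds are titrated up to 77 uM against 4 nM human enzyme. Substrate 4-methylumbelliferyl-alpha-D-pyranoside (400 uM) reacts 20 min at room temperature in pH 5.0 buffer; liberated 4-methylumbelliferone is read at 440 nm.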
* = called active by the depositor; ? = inconclusive; . = no result given; [ ] = dose if it differs, or a comment. Unless noted, calls come from the whole dose curve; as a rule, active = well fitted curve in the direction sought with a large enough effect; inconclusive = small, poorly fitted or top-dose-only effect, or another doubt; inactive = no such curve, though single readings can be large; an effect the other way counts as inactive or inconclusive.

Value order: CBFb-RUNX1 inh | HTT cytoprotect | GAA spleen mod | Lamin A splicing | GAA glycogen mod | HTT aggregate | GAA inhib
COc1ccc(CNC(=O)C2CCCN(S(=O)(=O)c3cc(C)ccc3OC)C2)cc1 (centres undefined)
 : 5.1% | 7.6% | -0.8% | ? | 3.3% | ? | -1.1%
O=C(NN1CCN(Cc2ccccc2Cl)CC1)c1ccc(Br)cc1
 : 1.0% | 12.0%[10 µM] | 2.6% | 1.0%[46 µM] | 10.0% | -1.4% | 4.1%
CC(C)(C)c1ccc(C(=O)Nc2ccc(N3CCOCC3)cc2)cc1
 : -2.4% | -27.8% | -11.6% | ? | 0.8% | -1.4% | -7.1%
Cc1cnc(C(=O)Nc2nnc(C(C)C)s2)cn1
 : 12.9% | -6.1%[10 µM] | 0.9% | -9.1% | -9.2% | -27.8% | -3.5%
CCC(CC)C(=O)NCCc1ccc(S(N)(=O)=O)cc1
 : 7.5% | -3.0%[0.074 µM] | -10.0% | -3.9% | 1.7% | -10.7% | -10.0%
CCOC(=O)C1=C(c2ccccc2)N=C2SCC(=O)N2C1c1ccc(OCC)c(OCC)c1 (centres undefined)
 : -0.1% | 8.9% | -2.8% | -8.3% | 5.1% | 2.3% | ?
COc1ccc(C(=O)N2CCN(C(C)=O)CC2)cc1S(=O)(=O)N1CCOCC1
 : -0.3% | . | 1.0% | . | 9.1% | 31.3% | 1.8%
O=C(Nc1ccccc1)c1cc(Cl)nc2ccccc12
 : 14.2% | -10.5%[10 µM] | -5.6% | -14.4% | 6.7% | ? | 12.3%
Cc1ccc(N2C=Nc3ccc(C)c4nc(C)cc2c34)cc1
 : 28.4% | -4.2%[10 µM] | -1.6% | 6.1% | 0.2% | -30.5% | -6.6%
COc1ccc(S(=O)(=O)N2CCC3(CC2)OCCO3)cc1
 : 0.0% | . | -9.0% | 3.3%[46 µM] | 25.5% | -6.8% | 5.8%
Cc1ccc(NC(=O)COC(=O)CCC(=O)c2cccs2)cc1C
 : 1.6% | 5.6%[10 µM] | 1.9% | -15.7%[46 µM] | 5.2% | 3.8% | -1.0%
NC(=O)C1CCN(CC(=O)NCc2ccccc2)CC1
 : 2.7% | -0.9% | -4.6% | 17.7% | ? | 2.6% | -11.5%
CC(C)(C)C1CCc2c(C(=O)N/N=C/c3cccs3)csc2C1 (centres undefined)
 : -1.8% | -49.9%[inhibitor] | -6.3% | -3.0% | -5.2% | -5.6% | -4.8%
O=C(COc1ccccc1O)c1cccs1
 : 3.0% | -7.8%[10 µM] | -2.4% | -2.3% | -3.0% | -9.4% | -14.9%
C#CCn1c(=NC(=O)c2ccccc2[N+](=O)[O-])sc2cc(S(C)(=O)=O)ccc21
 : 15.1% | 17.3%[10 µM] | -4.3% | -4.7% | 4.3% | -3.9% | 1.7%
COc1ccccc1/C=C1\NC(=S)N(CC2CCCO2)C1=O (centres undefined)
 : 0.9% | -1.4% | -6.1% | 16.6% | -9.3% | -7.6% | -0.8%
Cc1nn2cc(-c3cccc(Cl)c3)cnc2c1Br
 : 6.6% | -23.8%[10 µM] | -2.3% | ? | 16.0% | -20.6% | 10.5%
Cc1nc2ncnn2c(C)c1CCC(=O)N1CCc2ccccc21
 : 3.5% | 14.4% | -4.8% | 6.6% | 2.1% | -6.5% | -0.4%
CCN(CC)c1ccc(/C=N/NC(=S)NCc2ccc(OC)cc2)cc1
 : -18.9% | 44.5%[10 µM] | 2.0% | ? | ? | -22.0% | 12.1%
COCCNC(=O)[C@H](C)/C=C/C(NC(=O)OCc1ccccc1)c1ccc(C(=O)OC)cc1 (some centres undefined)
 : 4.9% | 2.8% | 10.6% | . | . | . | .
Cc1cc(C)nc(NS(=O)(=O)c2ccc(NC(=O)CCCN3C(=O)c4ccccc4C3=O)cc2)n1
 : 3.6% | -9.6% | 0.4% | 1.2% | 3.5% | 4.6% | -4.3%
Cc1nc(C)c(N)c(=O)[nH]1
 : 2.0% | 19.0%[10 µM] | -1.9% | 1.9%[46 µM] | 4.6% | -24.6% | 4.4%
N#Cc1ccc(CSc2nnc(NC(=O)CN3C(=O)C4CC=CCC4C3=O)s2)cc1 (centres undefined)
 : -2.7% | -5.5% | -14.7% | -3.2% | -13.5% | 0.1% | 0.5%
COc1cc(S(=O)(=O)N(Cc2ccccc2)Cc2ccccn2)ccc1-n1cnnn1
 : 10.7% | -13.2%[1.9 µM] | -7.3% | -5.9% | 4.7% | -6.5% | -17.5%
O=C(NCc1ccco1)c1ccc(COc2cc(Cl)ccc2Cl)cc1
 : 1.1% | ? | -2.1% | ? | -11.5% | -4.8% | -3.8%
O=C(O)C1C2C=CC(O2)C1C(=O)Nc1ccc2c(c1)OCCO2 (centres undefined)
 : -2.6% | 15.0%[10 µM] | -14.9% | -0.2% | -6.5% | -5.9% | 0.0%
COCCCNC(=S)Nc1cccc2ncccc12
 : 20.1% | -2.2% | . | . | -19.6% | -25.2% | 4.8%
O=C(O)C(Cc1ccccc1)N1C(=O)/C(=C/c2cccs2)SC1=S (centres undefined)
 : ? | . | 1.4% | 2.1%[46 µM] | 2.0% | . | -3.9%
Cc1cccc(NC(=O)Cn2cnc3c(oc4ccccc43)c2=O)c1
 : 7.0% | . | 1.7% | . | 13.4% | 21.6% | 0.1%
COc1ccc(CN2CCN(S(=O)(=O)c3ccc(NC(C)=O)cc3)CC2)cc1
 : -0.9% | 4.0%[10 µM] | 7.9% | . | -0.1% | 13.5%[9.22 µM] | .
COc1ccc2[nH]c(=O)c(CN(Cc3ccccc3)Cc3nnnn3CC3CCCO3)cc2c1 (centres undefined)
 : 10.9% | -21.9% | 2.0% | -7.0% | -10.5% | 1.6% | -0.3%
COc1ccc(/C(O)=C2\C(=O)C(=O)N(CCN(C)C)C2c2cc(OC)c(OC)c(OC)c2)c(C)c1 (centres undefined)
 : 1.8% | -25.4%[10 µM] | 2.0% | 7.7% | -6.5% | 3.5% | -6.0%
C#CCOCCOCCOCCNc1nc(N2CCN(C(=O)[C@H](CCC(=O)O)n3cc(C(N)[C@H](C)CC)nn3)CC2)nc(N2CCN(C(=O)[C@H](CCC(=O)O)n3cc(C(N)[C@H](C)CC)nn3)CC2)n1 (some centres undefined)
 : 0.6% | 1.7%[10 µM] | -1.8% | . | 9.8% | 0.3%[9.22 µM] | .
Cn1ncc2c(=O)n(/N=C/c3ccccc3)cnc21
 : -1.6% | . | -0.8% | 21.2% | -4.1% | 9.7% | 4.3%
O=C(COC(=O)[C@@H]1CCCN1S(=O)(=O)c1ccccc1F)Nc1ccc(OC(F)F)cc1
 : 11.5% | -21.2% | 2.4% | 9.5%[46 µM] | 4.8% | -2.3% | 1.2%
CN(C)S(=O)(=O)c1cccc(NC(=O)Cn2cc(C(F)(F)F)cc(Cl)c2=O)c1
 : 2.5% | -28.1% | 2.9% | 0.4%[46 µM] | 4.6% | 2.2% | 0.5%
COc1ccc(NC(=O)CC(Cc2ccccc2)C(=O)O)cc1 (centres undefined)
 : 1.5% | -6.0%[10 µM] | 2.1% | -1.4% | 3.1% | 0.3% | -5.6%
CCOc1cccc2cc(-c3nnc(NCc4ccc5c(c4)OCO5)s3)c(=O)oc12
 : 0.0% | -46.6%[inhibitor][10 µM] | -2.7% | ? | -3.5% | -2.3% | 0.6%
Cc1ccc(NC(=O)Cc2noc3ccccc23)cc1
 : 6.6% | 22.2%[10 µM] | -1.4% | -17.7% | 1.5% | -9.4% | -2.5%
COc1ccccc1C1(CCN=Cc2ccc(N(C)C)cc2)CCOC(C)(C)C1 (centres undefined)
 : 5.4% | -4.0%[10 µM] | -0.5% | . | -4.6% | 2.9%[9.22 µM] | .

Record cards, as listed above. Screens in order: CBFb-RUNX1 inh | HTT cytoprotect | GAA spleen mod | Lamin A splicing | GAA glycogen mod | HTT aggregate | GAA inhib
COCCCNC(=S)Nc1cccc2ncccc12 as listed: 20.1% | -2.2% | . | . | -19.6% | -25.2% | 4.8%
COc1ccc(C(=O)N2CCN(C(C)=O)CC2)cc1S(=O)(=O)N1CCOCC1 as listed: -0.3% | . | 1.0% | . | 9.1% | 31.3% | 1.8%

Later entries:
Value order: CBFb-RUNX1 inh | HTT cytoprotect | GAA spleen mod | Lamin A splicing | GAA glycogen mod | HTT aggregate | GAA inhib
CCOC(=O)c1nn(-c2ccc(F)cc2)cc1O
 : 11.6% | -37.4%[inhibitor] | -6.2% | ? | -2.7% | 8.3% | -3.1%
C/C(=N\NC(=O)c1ccc(Br)cc1)c1ccccc1
 : 2.8% | -24.4% | -13.2% | 0.0% | -7.0% | -14.8% | -1.5%
COc1nc(Nc2ccc([N+](=O)[O-])cc2)nc(NC(C)C)n1
 : -6.0% | -2.7%[10 µM] | 10.8% | 1.5% | 1.5% | 22.7% | 4.7%
Cc1ccc(CS(=O)(=O)CCC(=O)NC2CC2)cc1
 : 1.1% | -4.3% | -2.0% | -3.0% | -6.1% | 3.7% | -5.2%
CCC(c1nnnn1C(C)(C)CC)N(CCN1CCOCC1)Cc1cc2cc(C)ccc2[nH]c1=O (centres undefined)
 : 2.7% | 15.5%[10 µM] | -1.6% | -1.5% | 0.1% | 3.6% | 1.7%
O=C(CN1C(=O)C2C3C=CC(C3)C2C1=O)Nc1nc2ccccc2[nH]1 (centres undefined)
 : 1.1% | -46.3%[inhibitor][10 µM] | 4.4% | 7.0% | -3.9% | -5.7% | -5.9%
Cc1ccc(C)c(S(=O)(=O)NC(CC(C)C)C(=O)O)c1 (centres undefined)
 : 9.2% | 5.1% | -1.8% | 2.6% | 8.3% | -2.7% | -6.2%
CCSC1=C(C#N)C(c2ccc3c(c2)OCO3)C2=C(CCCC2=O)N1 (centres undefined)
 : -8.1% | 6.5% | 6.1% | 16.9% | -12.8% | ? | -0.7%
Cc1cc(C)c(C)c(OCc2nc(-c3cccnc3)no2)c1
 : -20.7% | 14.7%[0.074 µM] | -5.3% | ? | 0.5% | 10.1% | -22.7%
COc1ccc(-c2ccc(C)cc2)cc1[C@H]1[C@H]2C=CC[C@@H](C)[C@@H]2C(=O)N1Cc1ccccc1
 : 9.6% | -16.5%[10 µM] | -5.9% | . | -3.1% | 9.6%[9.22 µM] | .
COc1ccc(/C=C(/CC(=O)NCc2ccc(Cl)cc2)c2nc3ccccc3s2)cc1
 : -0.6% | 8.9%[10 µM] | 3.7% | ? | 0.6% | ? | ?
C1=Nc2c(NCc3ccccc3)ncnc2Oc2ccccc21
 : -1.9% | -6.9%[10 µM] | -6.5% | ? | -8.7% | ? | -3.2%
